Screening results (PubChem)
NR3A LBD binder = NR3A (human) ligand-binding domain modulation | NR3A LBD differential scanning fluorimetry, Tm shift; 0% = protein alone, 100% = glycine-bound protein | Tm shift relative to glycine control, % at 25 µM | 2.5% of 340,000 active | AID 1259313;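 active = melting temperature shift of at least 10% of the positive control shift, at one fixed dose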
CCR6 antagonist = antagonists of human CCR6 receptor | P51684 | CHO-K1 CCR6 PathHunter beta-arrestin, luminescence, CCL20-stimulated | AID 493098 | 0.49% of 340,000 active | inhibition, % at 20 µM;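 active = compounds whose inhibition of the agonist-driven luminescence signal at 20 µM reaches about 50%, limit read from the data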;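 note: cells stimulated with CCL20 at 14 nM final; plate controls were DMSO with CCL20 for no effect and DMSO without agonist for full effect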
CXCR6 block = inhibitors of human CXCR6 receptor | O00574 | CHO-K1 PathHunter CXCR6 beta-arrestin, luminescence | AID 602244 | 0.36% of 360,000 active | inhibition, % at 20 µM; in the data active = inhibition above about 34%, passing the limit was not always enough;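 note: antagonist mode with CXCL16 agonist at 10 nM final; 0% = 10 nM CXCL16 with DMSO and 100% = unstimulated wells without agonist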
Target sequence (O00574 whole entry, looked up): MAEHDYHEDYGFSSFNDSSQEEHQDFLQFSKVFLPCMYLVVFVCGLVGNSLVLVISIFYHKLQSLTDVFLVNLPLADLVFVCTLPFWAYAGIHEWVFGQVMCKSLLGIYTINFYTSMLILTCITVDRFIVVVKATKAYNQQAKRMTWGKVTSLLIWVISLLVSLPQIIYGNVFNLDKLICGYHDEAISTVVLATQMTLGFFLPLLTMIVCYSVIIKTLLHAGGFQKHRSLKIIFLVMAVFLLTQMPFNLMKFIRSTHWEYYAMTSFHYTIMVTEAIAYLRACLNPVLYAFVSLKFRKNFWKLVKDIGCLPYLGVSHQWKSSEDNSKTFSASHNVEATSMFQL
Gli-Sufu antag = Gli-Sufu pathway antagonism; 0.74% of 340,000 active; inhibition, % at 5 µM; Sufu-KO-LIGHT fibroblasts, Gli luciferase reporter luminescence;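 active = inhibition above about 55%, limit read from the data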;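 note: 0% = DMSO-treated cells and 100% = wells with medium but no cells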
APOBEC3A inh = human APOBEC3A DNA deaminase inhibition. P31941. recombinant A3A, FAM/TAMRA ssDNA deamination fluorescence. inhibition, % at 20 µM. 0.41% of 330,000 active. AID 493011;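 active = at least 40% inhibition at 20 µM here, with at most 30% in a related deaminase screen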;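 note: plate controls were A3A with DMSO for no effect and wells lacking A3A enzyme for full effect; some results filed as inactive read as strong as hits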
Target sequence (P31941 whole entry, looked up): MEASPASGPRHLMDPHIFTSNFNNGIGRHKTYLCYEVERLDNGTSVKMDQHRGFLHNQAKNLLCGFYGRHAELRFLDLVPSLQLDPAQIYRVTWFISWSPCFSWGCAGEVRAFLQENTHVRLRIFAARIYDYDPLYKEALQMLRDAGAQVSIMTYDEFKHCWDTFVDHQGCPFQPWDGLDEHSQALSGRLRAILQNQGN
A3G deaminase = inhibitors of human APOBEC3G DNA deaminase; 0.28% of 330,000 active; AID 493012; inhibition, % at 20 µM; recombinant A3G, ssDNA deamination FAM/TAMRA fluorescence; Q9HC16;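 active = inhibition of at least 40% at 20 µM, with no more than 30% in the related APOBEC3A deaminase screen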;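 note: plate controls were DMSO wells with A3G for no effect and wells lacking A3G enzyme for full effect; some compounds called inactive have numbers as strong as hits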
Target sequence (Q9HC16 whole entry, looked up): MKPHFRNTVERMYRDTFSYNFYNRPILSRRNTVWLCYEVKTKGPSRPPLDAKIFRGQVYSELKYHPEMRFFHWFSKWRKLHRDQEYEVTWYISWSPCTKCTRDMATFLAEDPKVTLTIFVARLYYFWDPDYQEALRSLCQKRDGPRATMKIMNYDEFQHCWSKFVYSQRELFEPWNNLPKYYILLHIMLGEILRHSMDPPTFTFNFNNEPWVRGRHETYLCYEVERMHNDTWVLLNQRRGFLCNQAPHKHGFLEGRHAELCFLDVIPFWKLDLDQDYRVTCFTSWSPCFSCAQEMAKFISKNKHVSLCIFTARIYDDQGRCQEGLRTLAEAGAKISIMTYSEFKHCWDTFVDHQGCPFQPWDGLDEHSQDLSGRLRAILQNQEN
EBI2 antag = EBI2 (human) antagonism | EBI2 beta-arrestin recruitment, luminescence, 7a,25-OHC stimulated | P32249 | AID 651636 | inhibition, % at 5 µM | 0.81% of 360,000 active; in the data active = inhibition above about 38%;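 note: enzyme fragment complementation signal reports receptor beta-arrestin coupling in cells; 0% = agonist plus DMSO wells and 100% = wells without agonist; some results beyond the cut were filed as inactive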
MPTP block = permeability transition pore inhibition; isolated mouse mitochondria, Ca2+ swelling absorbance, 30 min; inhibition, % at 10 µM; 1.4% of 360,000 active;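 active = inhibition of 50% or more, scaled per plate between neutral and stimulator controls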;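 note: 0% = DMSO wells given calcium and 100% = 1 mM EGTA wells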
* hit, by the source's call; x = no result given.

Below each compound: CXCR6 block	Gli-Sufu antag	EBI2 antag	APOBEC3A inh	CCR6 antagonist	NR3A LBD binder	MPTP block	A3G deaminase
CCOC(=O)c1cc(S(=O)(=O)N2CCN(C3CCCCC3)CC2)cn1C
    -1.4	15.9	-6.0	-4.2	4.8	0.7	-0.2	-4.5
COC(=O)c1nc2ccc(C)cn2c1F
    0.0	-19.0	-4.2	-1.0	4.5	-2.6	-1.9	-6.7
O=c1cc2c(nn1Cc1cccc(Cl)c1)-c1ccccc1CC2
    -8.0	-6.1	4.6	-1.8	14.5	2.7	0.1	-2.3
O=C(NCc1ccccc1F)c1ccc(S(=O)(=O)NCc2ccco2)cc1
    -9.3	-1.4	1.1	-0.4	3.8	-1.2	-0.5	-8.3
CCn1cc(C(=O)N2CC=C(c3ccccc3)CC2)c(=O)c2ccc(C)nc21
    -18.1	-1.4	10.1	0.7	-1.9	1.5	17.6	-3.9
COc1cc(OC)cc(C(=O)N2CCN(C3CCC(C)CC3)CC2)c1 (centres undefined)
    5.8	-8.1	1.8	x	2.2	-0.7	1.1	x
Cn1cnnc1SCCOc1ccc(Cl)cc1
    4.8	-35.3	-7.1	-0.7	-5.9	-1.1	4.5	-2.9
CC(O)CNc1nc2c(c(=O)n(Cc3ccccc3)c(=O)n2C)n1C (centres undefined)
    3.2	9.4	-2.3	-1.3	-3.1	-1.8	-0.4	2.3
CC(C)Oc1ccc(C2CC(=O)N(c3cccc(C(=O)O)c3)C2=O)cc1 (centres undefined)
    2.3	-22.2	-11.8	-2.7	5.1	-0.2	0.2	-1.6
CCn1nnc(C(=O)O)c1C(=O)O
    -3.9	4.2	-1.0	5.7	-12.9	-0.5	-1.5	-3.8
COc1c(C)cc(Br)cc1C(=O)Nc1ccccc1C
    3.2	6.3	12.7	2.9	12.5	0.6	2.0	-5.1
CCOC(=O)c1c(C)n(C)c2cc([N+](=O)[O-])c(O)c([N+](=O)[O-])c12
    16.2	-1.5	9.7	4.8	25.4	1.1	2.6	0.7
O=C(COc1ccc([N+](=O)[O-])cc1)NCCC1=CCCCC1
    3.0	3.0	10.7	5.1	6.2	-0.1	0.7	-1.9
O=C(O)c1ccc(N=NNc2cccc([N+](=O)[O-])c2)cc1
    7.0	-48.4	-17.6	0.7	15.6	-2.4	0.4	-6.3
COCCn1nnnc1CN(CCc1ccccc1)Cc1cc2ccc(C)cc2[nH]c1=O
    -3.8	15.5	3.3	2.1	-1.4	-1.8	-5.0	-0.5
COCCN=c1scc(C)n1/N=C/C1CC2C=CC1C2 (centres undefined)
    -2.2	-13.9	8.1	-4.4	11.1	1.1	-0.2	-9.6
Cc1cccc(NC(=O)C2CC(=O)N(c3ccccc3)C2)c1C (centres undefined)
    2.9	-0.5	7.0	1.6	6.0	-1.1	-2.5	2.1
CCc1cc(=O)oc2cc(C)cc(OCC(=O)NCCN3CCOCC3)c12
    4.8	-7.2	0.6	-4.9	2.6	0.0	0.2	-7.8
COc1ccc(Cl)cc1NC(=O)CN(C)C(=O)c1ccc2c(c1)CC(c1ccccc1)OC2=O (centres undefined)
    -0.1	-7.7	37.5	13.5	-1.3	-4.9	-0.7	-1.2
Cc1onc(-c2ccccc2Cl)c1C(=O)Nc1cccc(S(=O)(=O)N2CCOCC2)c1
    1.1	-1.7	-4.4	-2.8	2.7	2.6	-0.3	-2.4
COc1ccc(OCC(=O)O/N=C(\N)c2ccc(OC)cc2)cc1
    -14.7	-2.2	-0.3	-3.0	-1.5	3.5	1.6	-10.7
Cc1ccc2c(CC(=O)OC(C)C(=O)NCc3ccc4c(c3)OCO4)coc2c1 (centres undefined)
    0.0	-3.7	-4.6	1.9	2.0	0.8	3.4	-3.5
CCOc1ccc(C(=O)C(CCC(CN(C)C)C(=O)c2ccc(OCC)cc2)CN(C)C)cc1 (centres undefined)
    18.9	41.8	39.2	x	32.2	-0.1	-6.9	x
COc1ccc(CNS(=O)(=O)c2ccc(C)cc2)cc1
    -1.0	-0.4	0.7	-2.8	0.4	0.2	0.2	-7.0
COC(=O)c1ccc(C(c2c(C)n(C)n(-c3ccccc3)c2=O)c2c(C)n(C)n(-c3ccccc3)c2=O)cc1
    0.9	-10.1	-6.4	-0.7	9.8	-0.9	0.9	-4.5
CCCN(CCC)CCCNC(=O)Cn1cnc2sc(C)c(S(=O)(=O)N3CCCCC3)c2c1=O
    -5.3	17.1	10.0	0.6	3.5	-0.6	0.3	-7.1
Cc1ccc(C)c(N(C)S(=O)(=O)c2cccc3nsnc23)c1
    11.2	5.4	4.4	-2.5	13.0	9.9	1.2	-6.5
FC(F)(F)c1ccccc1NC(=S)Nc1cccc2cnccc12
    -7.1	4.5	-13.9	x	-19.0	2.4	7.7	x
O=C(CCn1nnc2ccccc21)OCC(=O)c1ccc(F)cc1
    -2.4	-11.1	5.3	-1.2	2.2	-3.8	-0.3	-5.9
O=C(c1ccncc1)N1N=C(C2CC2)CC1(O)C(F)(F)F (centres undefined)
    -10.0	-10.2	-5.1	1.3	8.5	-0.1	0.0	-3.9
CC(=O)c1ccc(NC2CC(O)C(O)CO2)cc1 (centres undefined)
    -12.9	7.0	-9.3	-1.5	-3.1	0.9	-0.6	-0.7
c1ccc(-c2c[nH]c(-c3ccccc3)c2)cc1
    5.5	-38.5	21.4	x	4.7	17.4*	2.4	x
COc1ccccc1-n1c(SCC(=O)N2CCOCC2)nc(O)cc1=O
    -2.2	-12.5	-5.9	0.5	-1.4	0.3	0.5	13.2
Cc1ccc(Nc2nc(C)cs2)cc1
    -4.1	-6.6	-19.7	0.9	6.8	25.8*	0.1	-8.4
O=S(=O)(Cc1ccccc1)Nc1ccc(F)cc1
    0.6	7.3	-5.8	-2.7	4.8	-2.0	1.0	-7.9
OCCCCNCc1cc(Br)ccc1OCc1ccccc1
    2.8	21.7	8.8	2.4	12.4	-3.5	1.3	-3.1
COc1ccc(C(=O)NC(=S)NCc2ccco2)cc1
    3.2	-4.1	5.4	-5.1	3.4	-0.8	1.0	-5.8
O=C1NC(=S)S/C1=C\c1ccc2ccccc2c1
    6.2	-11.0	-8.5	0.0	18.5	-1.1	44.3	-8.7
O=C1c2[nH]nc(-c3ccccc3O)c2C(c2ccccc2)N1Cc1ccco1 (centres undefined)
    -0.2	6.4	14.1	-3.2	22.8	-14.7	15.5	-7.5
CC(C(=O)Nc1ccccc1)N(c1cccc(Cl)c1)S(C)(=O)=O (centres undefined)
    -3.8	14.7	-6.5	-1.8	8.4	0.0	-0.3	-4.5
COC(=O)C(C)(N)Cc1ccc(O)cc1 (centres undefined)
    -4.8	-7.5	-0.6	-1.1	-4.6	-0.6	-2.7	-5.3
CCOC(=O)C1CCCN(C(=O)c2ccccc2NS(=O)(=O)c2ccc(F)cc2)C1 (centres undefined)
    -6.4	-0.1	-1.5	-3.4	0.4	0.6	-0.2	1.5
CCCCOc1ccc(C2(C)CC(=O)NC2=O)cc1 (centres undefined)
    -8.8	44.8	4.8	-1.4	-11.3	1.4	3.5	-4.0
CC1=CC=CN2C1=NC(=O)CC2(C)C(=O)N(CC(=O)NC1CCCC1)Cc1ccccc1 (centres undefined)
    5.7	0.1	9.1	-3.4	-9.9	1.3	-0.7	-2.6
CCOC(=O)c1c(NC(=O)c2nn(CC)cc2Br)sc2c1CCCCC2
    0.5	7.9	13.2	-3.1	-5.2	-4.8	2.5	-0.9

Shown with each value named: two of the compounds above.
CC(C(=O)Nc1ccccc1)N(c1cccc(Cl)c1)S(C)(=O)=O (centres undefined)
- CXCR6 block: -3.8
- Gli-Sufu antag: 14.7
- EBI2 antag: -6.5
- APOBEC3A inh: -1.8
- CCR6 antagonist: 8.4
- NR3A LBD binder: 0.0
- MPTP block: -0.3
- A3G deaminase: -4.5
Cc1ccc(Nc2nc(C)cs2)cc1
- CXCR6 block: -4.1
- Gli-Sufu antag: -6.6
- EBI2 antag: -19.7
- APOBEC3A inh: 0.9
- CCR6 antagonist: 6.8
- NR3A LBD binder: 25.8*
- MPTP block: 0.1
- A3G deaminase: -8.4

Whole records as entered above. Order of screens: CXCR6 block, Gli-Sufu antag, EBI2 antag, APOBEC3A inh, CCR6 antagonist, NR3A LBD binder, MPTP block, A3G deaminase
Cc1ccc(C)c(N(C)S(=O)(=O)c2cccc3nsnc23)c1 is listed with 11.2, 5.4, 4.4, -2.5, 13.0, 9.9, 1.2, -6.5
O=C(NCc1ccccc1F)c1ccc(S(=O)(=O)NCc2ccco2)cc1 is listed with -9.3, -1.4, 1.1, -0.4, 3.8, -1.2, -0.5, -8.3
COC(=O)c1nc2ccc(C)cn2c1F is listed with 0.0, -19.0, -4.2, -1.0, 4.5, -2.6, -1.9, -6.7
Cc1onc(-c2ccccc2Cl)c1C(=O)Nc1cccc(S(=O)(=O)N2CCOCC2)c1 is listed with 1.1, -1.7, -4.4, -2.8, 2.7, 2.6, -0.3, -2.4

(list continues)
Below each compound: CXCR6 block	Gli-Sufu antag	EBI2 antag	APOBEC3A inh	CCR6 antagonist	NR3A LBD binder	MPTP block	A3G deaminase
CC(=O)Nc1ccc(S(=O)(=O)Nc2nc3ccccc3nc2-n2ccc(=NC(=O)c3ccccc3)cc2)cc1
    -17.6	-9.1	-5.5	21.4	3.3	24.6*	0.7	0.7
CC(C)(C)c1cc(CN(CCO)CCO)c(O)c(C(C)(C)C)c1
    6.2	-0.3	-8.7	-2.6	4.3	-1.0	2.4	-3.1
O=C(/C=C/c1ccco1)NCC1OCCc2ccccc21 (centres undefined)
    -2.9	5.7	-8.7	54.0	16.1	-0.4	-2.0	42.4
CCN(CC)CCn1c(N)nc2ccccc21
    -0.2	8.6	-1.7	-7.2	3.4	-0.4	0.1	-7.0
COc1ccc(S(=O)(=O)N(C)CC(=O)N2CCN(C)CC2)cc1C
    -5.4	0.8	-4.7	-0.4	-17.0	-0.7	0.8	-2.0
COc1ccccc1NC(=O)Nc1ccc(C(N)=O)cc1
    -4.6	-13.8	7.0	-4.7	12.8	4.2	-2.7	-3.0
